IMPase Li cell: cell-permeable IMPase inhibitors with lithium potentiation. CHO-M1 cells, IP1 TR-FRET (IP-One), carbachol + lithium. 210,000 tested, 0.35% active. Potency, µM (doses to about 59.4 µM), inactives show at the top dose activity, negative = IMPase inhibition, actives largely listed as inhibitors;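 also: IP1 builds up when IMPase is blocked and the TR-FRET signal falls; plate controls were basal vehicle for no effect and high inhibitor control for full effect; nearly all actives have a fitted effect of over 50% in size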
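CHO cells stably expressing M1 receptor (2000/well, cultured 16–30 h) treated 30 min at 37C with compound plus low lithium. Cytosolic IP1 by TR-FRET (665/620 ratio and 620 channel) after 10 min lysis; AC50 by Hill fit.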
Epigenetic reg: regulators of epigenetic silencing causing reporter derepression in mouse cells; murine LDR cells, GFP reporter derepression, 30 h; Potency, µM (titrated, usually from 53.9 µM), for inactives: at the highest dose GFP activation, usual class: activators; 280,000 tested, 0.2% active; AID 1865; also: % of control where 0% means no effect; nearly all actives have a fitted effect of over 60% in size
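Reporter derepression read as number of fluorescent GFP-positive objects, 20-120 um in size, counted by laser-scanning cytometer. Mouse LDR line with an epigenetically silenced CMV-GFP locus; compound incubation 30 h, 37 C.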
NPSR antag: neuropeptide S receptor (human) antagonism, cAMP; AID 1461; Potency, µM (series often up to 38.3 µM), for inactives: top-dose activity change, negative = inhibition, actives largely listed as inhibitors; Q6W5P4; CHO-NPSR cells, cAMP TR-FRET, antagonist mode; 220,000 tested, 1% active; also: % is scaled to controls: 0 for no effect and ±100 for the full control effect; nearly all actives have a fitted effect of over 50% in size; many of its hits are not listed in these tables
Target sequence (Q6W5P4 whole entry, looked up): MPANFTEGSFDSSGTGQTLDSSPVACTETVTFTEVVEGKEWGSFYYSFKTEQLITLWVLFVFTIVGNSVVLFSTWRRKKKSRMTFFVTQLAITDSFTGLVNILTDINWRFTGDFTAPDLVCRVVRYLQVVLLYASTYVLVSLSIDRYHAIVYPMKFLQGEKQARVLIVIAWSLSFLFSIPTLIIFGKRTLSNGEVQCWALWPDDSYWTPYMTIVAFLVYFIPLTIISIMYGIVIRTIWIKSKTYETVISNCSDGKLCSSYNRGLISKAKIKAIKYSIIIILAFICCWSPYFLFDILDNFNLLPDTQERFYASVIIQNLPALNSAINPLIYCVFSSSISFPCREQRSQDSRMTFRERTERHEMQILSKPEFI
GoLoco inh red: blocks human Gai1 binding to RGS12 GoLoco peptide, red readout; 230,000 tested, 0.44% active; Gai1:RGS12 GoLoco peptide FP, rhodamine, 10 min; Potency, µM (top dose mostly 61.6 µM), inactives show at the highest dose activity, negative = inhibition, actives largely listed as inhibitors; active = well fitted inhibition curve with a large enough effect, not every such curve was filed as active; inactive = no such curve, though single readings can be large or run the other way; also: % is scaled to controls: 0 for no effect and ±100 for the full control effect; nearly all actives have a fitted effect of over 30% in size; many of its hits are not listed in these tables
Target sequence (P63096 whole entry, looked up): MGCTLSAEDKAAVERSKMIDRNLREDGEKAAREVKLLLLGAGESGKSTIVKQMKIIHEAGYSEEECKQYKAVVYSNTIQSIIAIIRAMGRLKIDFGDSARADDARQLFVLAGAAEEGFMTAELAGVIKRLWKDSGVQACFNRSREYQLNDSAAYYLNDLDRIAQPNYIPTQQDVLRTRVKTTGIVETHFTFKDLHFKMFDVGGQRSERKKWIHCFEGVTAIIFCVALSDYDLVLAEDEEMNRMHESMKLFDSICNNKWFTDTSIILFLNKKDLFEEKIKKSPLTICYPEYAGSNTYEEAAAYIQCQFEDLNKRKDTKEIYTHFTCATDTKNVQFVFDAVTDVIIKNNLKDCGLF
Luc counter: blocks Kinase-Glo luciferase, a counter-screen artifact | Kinase-Glo luciferase, ATP luminescence, 8 min | AID 1379 | Potency, µM (highest dose often 38.3 µM), inactives show at the highest dose activity change, negative = inhibition, actives largely listed as inhibitors | Q27757 | 200,000 tested, 0.28% active; also: % is scaled to controls: 0 for no effect and ±100 for the full control effect; nearly all actives have a fitted effect of over 60% in size
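Luminescence was the read-out, taken after 8-minute incubation at ambient temperature. Luciferase turned over luciferin with 10 uM ATP in imidazole pH 7.2 buffer containing KCl, MgCl2, Tween 20 and BSA.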
RECQ1 helicase: inhibitors of human RECQ1 DNA helicase. P46063. Potency, µM (series often up to 57.3 µM), without a hit: at the highest dose activity, negative = inhibition, hits mostly inhibitors. RECQ1 DNA unwinding, red fluorescence kinetic read. 240,000 tested, 0.54% active;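 also: plate controls were vehicle for no effect and no enzyme for full effect; nearly all actives have a fitted effect of over 30% in size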
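50 nM RECQ1T1 preincubated 15 min with compound in Tris pH 8.0 buffer with MgCl2, DTT, Tween-20 and 2.5 ug/ml poly(dI-dC); started with 200 nM TAMRA/BHQ-2 forked duplex and 2 mM ATP. Unwinding read as fluorescence (525/598 nm), two reads 2 h apart.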
SMN2 splice up: SMN2 splice variant enhancement; HEK293 SMN2-luciferase splicing reporter, luminescence, 30-36 h; Potency, µM (highest dose often 46.1 µM), for inactives: at the top dose activity change, positive = activation, hits mostly activators; 210,000 tested, 2.8% active; also: % of control where 0% means no effect; nearly all actives have a fitted effect of over 55% in size
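HEK293 cells carry an SMN2 minigene-luciferase reporter in which exon 7 inclusion puts luciferase in frame. Cells were seeded at 2000 cells/well, attached for 10-12 hours, then exposed to compounds for 30-36 hours at 37C before ONE-Glo luminescence.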
KDM4E inh: blocks human JMJD2E demethylase activity. B2RXH2. JMJD2E catalytic domain, FDH-coupled NADH fluorescence (FDH is formaldehyde dehydrogenase). Potency, µM (series often up to 57.1 µM), inactives show at the highest dose activity change, negative = inhibition, actives largely listed as inhibitors. 230,000 tested, 1.6% active. AID 2147; active = well fitted inhibition curve with a large enough effect, not every such curve was filed as active; inconclusive = small, poorly fitted or top-dose-only effect, or another doubt; inactive = no such curve, though single readings can be large or run the other way;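 also: 0% = wells with enzyme and -100% = buffer wells without enzyme; nearly all actives have a fitted effect of over 50% in size; many of its hits are not listed in these tables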
Target sequence (B2RXH2 1-337 limits assumed): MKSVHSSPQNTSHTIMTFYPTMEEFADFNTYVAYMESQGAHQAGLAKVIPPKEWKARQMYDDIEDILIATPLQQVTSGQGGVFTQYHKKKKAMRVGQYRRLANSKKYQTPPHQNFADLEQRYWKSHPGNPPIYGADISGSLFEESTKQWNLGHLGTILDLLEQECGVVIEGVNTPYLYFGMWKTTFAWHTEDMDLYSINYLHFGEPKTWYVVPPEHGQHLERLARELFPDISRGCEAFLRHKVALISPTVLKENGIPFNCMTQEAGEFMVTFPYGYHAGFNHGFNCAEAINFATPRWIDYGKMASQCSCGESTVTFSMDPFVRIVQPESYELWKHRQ
* marks the source's active call; other numbers are inactive results; i = inactive; ? = inconclusive; . = no result given; & = joins results of further samples; [ ] = dose if it differs, or a comment. Unless noted, calls follow the shape of the dose curve; as a rule, active = well fitted curve in the direction sought with a large enough effect; inconclusive = small, poorly fitted or top-dose-only effect, or another doubt; inactive = no such curve, though single readings can be large; an effect the other way counts as inactive or inconclusive. Potency is read from the fitted curve at half-maximal effect.

| # | Molecule | IMPase Li cell | SMN2 splice up | KDM4E inh | Luc counter | Epigenetic reg | GoLoco inh red | NPSR antag | RECQ1 helicase |
| --- | --- | --- | --- | --- | --- | --- | --- | --- | --- |
| 1 | CCOc1ccc(Oc2ccc(S(=O)(=O)N3CCOCC3)cc2N)cc1 | 7% | -66%[inhibitor] | -1% | 0% | -0.4% | 8% | 4% | -7% |
| 2 | CCCC(=O)N(c1ccc(F)cc1)C1C=CS(=O)(=O)C1 (stereo not given) | 17%[38.3 µM] | -6% | 2% | 0% | -0.3% | 4% | 7%[46.1 µM] | -19% |
| 3 | Cc1noc(NS(=O)(=O)c2ccc(NC(=O)c3cnc4n(c3=O)CCS4)cc2)c1C | 2% | -9% | -7% | 2% | -1.0% | -4% | 4% | i |
| 4 | Cn1c(=O)c2c(ncn2CN2CCN(Cn3cnc4c3c(=O)n(C)c(=O)n4C)CC2)n(C)c1=O | 9% | 0%[9.22 µM] | . | -3%[7.66 µM] | . | 9%[14.2 µM] | . | . |
| 5 | CC(=O)Nc1ccc(NC(=O)C(Cc2ccccc2)NC(=O)C2CCCCC2)cc1 (stereo not given) | -5% | 7% | 1% | 0% | 0.0% | -3% | 6% | -6% |
| 6 | CCCN(CCC)c1nc(C#N)nc(N(CCC)CCC)n1 | -5% | -35%[inhibitor] | 1% | 7% | 12% | -6% | -45% | -2% |
| 7 | CCC(C)c1ccc(NC(=S)NN2CCOCC2)cc1 (stereo not given) | . | . | -1% | . | 1.0% | . | 0%[46.1 µM] | 16% |
| 8 | CSc1nc(C)cc(OCC(=O)N/N=C/c2ccccc2O)n1 | 2% | -88%[inhibitor] | 25µM* | 3% | 2.3% | 6% | 0%[46.1 µM] | -6% |
| 9 | CC(C)c1ccc(-c2nc(N3CCCC3)nc3n[nH]c(N)c23)cc1 | 18%[38.3 µM] | 3% | -2% | -1% | 0.9% | -4% | -3%[46.1 µM] | 2% |
| 10 | COc1ccc(Cl)cc1N(CC(=O)Nc1ccccc1SC)S(C)(=O)=O | 10%[38.3 µM] | 16% | 0% | 2% | 0.0% | 2% | -19%[46.1 µM] | i |
| 11 | O=C(CSCC(=O)N1CCCCC1)Nc1nc(-c2cccs2)cs1 | 39%[activator][38.3 µM] | 19% | -3% | 6% | 0.0% | 4% | -2%[46.1 µM] | -2% |
| 12 | CC(C)c1ccc(NC(=S)N2CCCC(c3ccc(F)cc3)=N2)cc1 | . | . | -1% | . | 0.0% | 6% | 22% | -11% |
| 13 | COc1ccc(NC(=O)c2ccccc2-c2ccccc2)cc1 | 10% | 23% | 7% | 0% | -6.4% | 3% | -10% | -1% |
| 14 | C=CCN1C(=O)C(Cc2cccc(C)c2)SC1=Nc1ccc(C(=O)O)cc1 (stereo not given) | 9% | -17% | 11% | 10% | -0.9% | -6% | -18%[46.1 µM] | 2% |
| 15 | O=c1c2ccccc2nc(COc2ccccc2)n1/N=C/c1cn[nH]c1-c1ccccc1 | 19% | -29% | 6% | 3% | -1.8% | 6% | -16% | ? |
| 16 | COc1ccc(C(=O)N2CC3(CC(c4ccc(Cl)cc4)=NO3)C[C@H]2C(=O)NCC(N)=O)cc1 (stereo not given in full) | -2%[38.3 µM] | 5% | 8% | -3% | -1.4% | 5% | 0%[46.1 µM] | i |
| 17 | CCOc1ccc2c(c1)C(=NNC(=O)c1ccncc1)c1cc(OCC)ccc1-2 | 10% | -69%[inhibitor] | -7% | 0% | ? | 18% | -13% | -4% |
| 18 | O=C(CCc1n[nH]c(=O)[nH]c1=O)N1CCOCC1 | 2%[38.3 µM] | 5% | 0% | 0% | 0.0% | -7% | 6%[46.1 µM] | -8% |
| 19 | COc1ccc(-c2nnc3n2-c2ccccc2SC3)cc1OC | 13%[38.3 µM] | 6% | 4% | 0% | 1.0% | -5% | -23%[46.1 µM] | 0% |
| 20 | CSc1nc2nccc(-c3ccc(-c4ccccc4)cc3)n2n1 | 17%[38.3 µM] | -24% | ? | 16% | 2.9% | 15% | ? | -1% |
| 21 | CCn1c(C)nc2cc(C(=O)NNC(=S)NC(=O)c3ccccc3)ccc21 | 2% | -27% | ? | 5% | 0.4% | 11% | -8% | 0% |
| 22 | COc1cccc(C(=O)Nc2c3c(nn2-c2cccc(C)c2C)CS(=O)C3)c1OC (stereo not given) | -1%[38.3 µM] | 8% | -4% | -6% | 0.0% | 6% | -15%[46.1 µM] | 0% |
| 23 | COc1cc(C2C(C#N)=C(N)Oc3n[nH]c(-c4cccnc4)c32)ccc1OCC(N)=O (stereo not given) | . | . | 0% | . | 3.9% | -1% | 12% | 4% |
| 24 | Cc1cc2ncn(CCCCOc3ccccc3)c2cc1C | 27%[38.3 µM] | -19%&-27% | -4% | 0% | -4.5%&1.1% | -3% | -16%[46.1 µM] | i |
| 25 | CCn1ccnc1CN(C)C(=O)CCc1nnc(CCC2CCCCC2)o1 | 27% | . | 5% | -4% | -1.1% | 11% | 32% | i |
| 26 | CCOc1ccc(N(CC(=O)NCc2ccc(OC)cc2)S(=O)(=O)c2c(C)noc2C)cc1 | -7%[38.3 µM] | -7% | 7% | 1% | -0.2% | -3% | -1%[46.1 µM] | -5% |
| 27 | CCN(C(=O)c1ccc(NC(C)=O)cc1)c1ccccc1C | 17%[38.3 µM] | -2% | 2% | 2% | -1.7% | 2% | ? | -5% |
| 28 | CCN(CC)S(=O)(=O)c1ccc2oc(Nc3ccc4c(c3)OCCO4)nc2c1 | 41%[activator][38.3 µM] | 15% | -8% | -4% | 0.0% | -19% | -23%[46.1 µM] | 3% |
| 29 | CCCCCCCCCCCCC/C=C/[C@@H](O)[C@@H](N)CO | 12%&26%&-4%&6% | 13%&15%&-7%&7% | -1%&-3% | -2%&3% | 1.2%&0.0%&0.0%&15% | 15%&-9%&5%&0% | 8%[46.1 µM] | -1%&-2% |
| 30 | COc1ccc2[nH]c(C(=O)Nc3ccc(C)c(F)c3)cc2c1 | . | . | ? | . | -3.3% | -8% | 6% | -2% |
| 31 | Fc1ccccc1CSc1nnc(Cn2cnc3ccccc32)n1-c1ccccc1 | 20%[38.3 µM] | 20% | 13% | 2% | -1.1% | -3% | -16%[46.1 µM] | -17% |
| 32 | O=C(NCCNc1ccc([N+](=O)[O-])cc1C(F)(F)F)c1ccccc1 | 25% | -26% | -4% | 5% | -1.0% | 4% | -18% | 1% |
| 33 | Cc1cccc(Cn2c(NCCO)nc3c2c(=O)n(C)c(=O)n3C)c1 | 12%[38.3 µM] | -71%[inhibitor] | 0% | 6% | -1.9% | 7% | -2%[46.1 µM] | -5% |
| 34 | Cn1c(=O)[nH]c(=O)c2c1nc(CN1CCN(Cc3ccccc3)CC1)n2CC(N)=O | 16%[38.3 µM] | -15% | 0% | 2% | 0.0% | -1% | 1%[46.1 µM] | -11% |
| 35 | CCCCCCOC1(c2ccccc2)OC(=O)c2ccccc21 (stereo not given) | 10%[38.3 µM] | 2% | 0% | -1% | 2.1% | -11% | ? | 40µM* |
| 36 | Cc1nn(C)cc1[C@@H]1C[C@H]2CN(Cc3cccc(Cl)c3)C(=O)[C@]23CCCN13 | 13% | . | 3% | -1% | 0.0% | 16% | -10% | -5% |
| 37 | CCCCNC(=S)N(Cc1ccco1)Cc1cc2cc3c(cc2[nH]c1=O)OCCO3 | 15% | -16%[1.84 µM] | ? | -3% | -0.9% | 10% | -50% | -3% |
| 38 | CCOC(=O)Cn1nnc(-c2ccc(SC)cc2)n1 | 13%[38.3 µM] | 5% | -6% | 1% | 0.0% | 4% | -19%[46.1 µM] | 0% |
| 39 | C[n+]1ccccc1C1CCCC/C1=N\NC(N)=S (stereo not given) | -7% | -8% | -15% | -1% | 2.5% | 10µM* | 13% | i |
| 40 | CC(=O)Nc1cccc(NC(=O)c2ccc(Br)cc2)c1 | 26% | 17% | 9% | -1% | -0.1% | 3% | -6% | i |

5 entries from above, set out differently.
Each structure is followed by: IMPase Li cell | SMN2 splice up | KDM4E inh | Luc counter | Epigenetic reg | GoLoco inh red | NPSR antag | RECQ1 helicase
36) Cc1nn(C)cc1[C@@H]1C[C@H]2CN(Cc3cccc(Cl)c3)C(=O)[C@]23CCCN13
    13% | . | 3% | -1% | 0.0% | 16% | -10% | -5%
37) CCCCNC(=S)N(Cc1ccco1)Cc1cc2cc3c(cc2[nH]c1=O)OCCO3
    15% | -16%[1.84 µM] | ? | -3% | -0.9% | 10% | -50% | -3%
38) CCOC(=O)Cn1nnc(-c2ccc(SC)cc2)n1
    13%[38.3 µM] | 5% | -6% | 1% | 0.0% | 4% | -19%[46.1 µM] | 0%
39) C[n+]1ccccc1C1CCCC/C1=N\NC(N)=S (stereo not given)
    -7% | -8% | -15% | -1% | 2.5% | 10µM* | 13% | i
40) CC(=O)Nc1cccc(NC(=O)c2ccc(Br)cc2)c1
    26% | 17% | 9% | -1% | -0.1% | 3% | -6% | i

Continued.
| # | Molecule | IMPase Li cell | SMN2 splice up | KDM4E inh | Luc counter | Epigenetic reg | GoLoco inh red | NPSR antag | RECQ1 helicase |
| --- | --- | --- | --- | --- | --- | --- | --- | --- | --- |
| 41 | Oc1c(N=NC(=S)Nc2ccccc2F)c2ccccc2n1Cc1ccc(Cl)cc1 | -5% | -35%[inhibitor] | -7% | -2% | 1.1% | 3% | -12% | -1% |
| 42 | CS(=O)(=O)N(Cc1ccccc1)c1ccc(C(=O)Nc2cccnc2)cc1 | 4% | -4% | 5% | 1% | 0.1% | 3% | -9%[46.1 µM] | -10% |
| 43 | Cc1ccccc1C(N)=O | -12% | -3% | . | . | . | 8% | . | -3% |
| 44 | Cc1cc(Cl)ccc1OCC(=O)NNC(=O)c1cnccn1 | 2% | -43%[inhibitor] | ? | -1% | -4.0% | -5% | 8% | 0% |

Ordered by value in KDM4E inh (rising): some entries from above.
| cpd | compound | KDM4E inh |
| --- | --- | --- |
| 3 | Cc1noc(NS(=O)(=O)c2ccc(NC(=O)c3cnc4n(c3=O)CCS4)cc2)c1C | -7% |
| 9 | CC(C)c1ccc(-c2nc(N3CCCC3)nc3n[nH]c(N)c23)cc1 | -2% |
| 12 | CC(C)c1ccc(NC(=S)N2CCCC(c3ccc(F)cc3)=N2)cc1 | -1% |
| 23 | COc1cc(C2C(C#N)=C(N)Oc3n[nH]c(-c4cccnc4)c32)ccc1OCC(N)=O (stereo not given) | 0% |
| 25 | CCn1ccnc1CN(C)C(=O)CCc1nnc(CCC2CCCCC2)o1 | 5% |

From PubChem

These rows are one share of the data; the hit share may differ from the screen's.
